M1 antag – human M1 muscarinic receptor antagonists, primary screen, CHO-K1 cells, Fluo-8 calcium fluorescence, 1536-well | Muscarinic acetylcholine receptor M1 (Homo sapiens), P11229 | CHO-K1 hM1, ACh EC80 antagonist | inhibition, % at 3 µM | hit rate 1.3% among 360,000 | AID 588852, 2011;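 active = percent inhibition above its own plate's cutoff, namely the mean of that plate's compound wells plus 3 SD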;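 also: peak over basal fluorescence ratio during 140 s after agonist addition; 0% = ACh EC80 plus DMSO and 100% = DMSO alone without agonist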
Target sequence (P11229 whole entry, looked up): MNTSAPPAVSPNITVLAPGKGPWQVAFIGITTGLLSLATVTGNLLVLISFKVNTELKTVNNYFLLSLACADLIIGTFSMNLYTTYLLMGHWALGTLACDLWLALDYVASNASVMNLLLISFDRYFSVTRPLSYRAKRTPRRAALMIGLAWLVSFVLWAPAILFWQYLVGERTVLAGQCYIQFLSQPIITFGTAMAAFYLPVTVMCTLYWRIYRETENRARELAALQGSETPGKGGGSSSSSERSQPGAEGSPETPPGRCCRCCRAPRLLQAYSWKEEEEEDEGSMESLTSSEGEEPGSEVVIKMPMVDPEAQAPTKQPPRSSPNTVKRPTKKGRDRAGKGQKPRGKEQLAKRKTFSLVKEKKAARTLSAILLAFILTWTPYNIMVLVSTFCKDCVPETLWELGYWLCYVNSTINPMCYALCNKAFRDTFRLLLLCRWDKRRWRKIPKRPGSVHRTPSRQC
CHRM1 agonist – human M1 muscarinic receptor agonists, primary screen, Fluo-8 calcium fluorescence, CHO-K1 cells, HTS; AID 588814, 2011; CHO-K1 hM1, agonist mode; 0% DMSO, 100% acetylcholine EC100; activation, % at 3 µM; hit rate 0.33% among 360,000; Muscarinic acetylcholine receptor M1 (Homo sapiens), P11229;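 active = activation above the run's mean compound activation plus 3 SD, cut at about 16% in these data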;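 also: peak over basal fluorescence ratio within a 140 s kinetic read after compound addition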
CHO parental Ca – ATP-evoked calcium signal inhibitors, parental CHO, primary screen, counter-screen for OX1R antagonist project, cell-based, fluorescence, Fluo-8 calcium dye; parental CHO-K1, ATP-induced calcium, Fluo-8 fluorescence; inhibition, % at 5.6 µM; hit rate 0.63% among 330,000;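 active = inhibition above that plate's mean sample inhibition plus 3 SD, cut at about 26% in these data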;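 also: 0% = ATP-challenged DMSO wells and 100% = DMSO wells without ATP; some compounds past the cut are filed as inactive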
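material = parental CHO cells | also added = ATP as calcium-mobilizing challenge | dosing = single point at 5.6 µM | detection = intracellular calcium via Fluo-8 no-wash fluorescent dye | read-out = % inhibition | benchmarks = low control ATP plus DMSO, high control DMSO only | repeats = one well per compound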
M1 PAM parental – nonselective calcium activators in parental CHO-K1 cells, primary screen, counter-screen for M1 PAM project, cell-based, Fluo-8 calcium fluorescence, full deck, 1536-well; ATP EC20; 0% at ATP EC20, 100% at ATP max; activation, % at 3 µM; hit rate 0.02% among 360,000;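 active = activation above the run cutoff, the mean activation of all test compounds plus 3 SD, cut at about 40% in these data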;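 also: peak over basal fluorescence ratio in a 140 s read after ATP addition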
TAAR1 ag – human TAAR1 agonists, primary screen, Fluo-8 calcium fluorescence, CHO RD-HGA16 cells | vehicle wells 0%, saturating PEA agonist 100% | activation, % at 3 µM | hit rate 0.99% among 360,000 | AID 624467, 2012;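 active = activation above the mean activation of all test compounds in the run plus 3 SD, cut at about 38% in these data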
Target sequence (Q96RJ0 whole entry, looked up): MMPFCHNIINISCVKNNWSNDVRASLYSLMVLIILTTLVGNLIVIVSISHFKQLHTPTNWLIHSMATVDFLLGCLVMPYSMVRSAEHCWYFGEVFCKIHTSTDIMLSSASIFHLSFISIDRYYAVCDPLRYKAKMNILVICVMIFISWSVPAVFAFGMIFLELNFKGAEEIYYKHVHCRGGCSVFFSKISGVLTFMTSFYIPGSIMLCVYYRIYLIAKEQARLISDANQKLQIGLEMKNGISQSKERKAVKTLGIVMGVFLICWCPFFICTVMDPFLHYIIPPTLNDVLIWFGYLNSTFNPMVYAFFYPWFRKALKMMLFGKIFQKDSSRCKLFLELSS
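test system = CHO RD-HGA16 cells carrying human TAAR1 plus Gα16 | schedule = 17-24 h seeding, 75 min 37 °C dye, 30 min RT | compound dosing = 3 µM single concentration | control set = DMSO and PEA EC100 | replicates = n 1 | signal = Fluo-8 fluorescence, 5 s baseline then 140 s kinetic read | measure = percent activation vs PEA EC100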
M1 ag parental – counter-screen for M1 agonists: effect in parental CHO-K1 cells | AID 602248, 2012 | activation, % at 3 µM | Fluo-8 calcium fluorescence; scaled to maximal ATP response, vehicle zero | hit rate 0.48% among 360,000; in the data active = activation above about 15%;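 also: untransfected CHO-K1 host cells lacking M1 receptor as counterscreen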
CHO-K1 Ca antag – counter-screen for M1 antagonists: effect in parental CHO-K1 cells; AID 602250; inhibition, % at 3 µM; ATP-induced calcium, Fluo-8 fluorescence; hit rate 0.6% among 360,000;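 active = inhibition above a per-plate cutoff, the plate's mean sample inhibition plus 3 SD, cut at about 24% in these data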;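 also: 0% = DMSO plus EC80 ATP and 100% = DMSO alone without ATP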
TAAR1 antag – human TAAR1 antagonists, primary screen, Fluo-8 calcium fluorescence, CHO RD-HGA16 cells; AID 624466, 2012; inhibition, % at 3 µM; antagonist; hit rate 1.5% among 360,000; Trace amine-associated receptor 1 (Homo sapiens), Q96RJ0;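 active = inhibition above a per-plate cutoff, the mean inhibition of test compounds on that plate plus 3 SD, cut at about 49% in these data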;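 also: 0% = DMSO plus EC80 beta-PEA response and 100% = DMSO alone without agonist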
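System: RD-HGA16 CHO cells with stable hTAAR1 and Gα16 | Probe or stimulus: EC80 β-phenethylamine stimulus | Dosing: 3 µM, single point | Times: Dye loading 75 min at 37 °C, then 30 min room temperature | Measured by: Fluo-8 calcium-sensitive fluorescence | Read-out basis: % inhibition of agonist calcium response | Replicates: n of 1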
OXTR potentiator – human OXTR potentiators, primary screen, fluorescence, CHO-OTR cells, Fluo-8 calcium; Oxytocin receptor (Homo sapiens), P30559; Fluo-8 calcium fluorescence, potentiator mode; 0% = oxytocin EC15, 100% = EC100; activation, % at 3 µM; hit rate 0.061% among 320,000; AID 2445, 2010;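 active = activation above that plate's cutoff, the mean activation of tested compounds plus 3 SD, cut at about 6.6% in these data, passing the limit was not always enough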;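 also: 100% uses oxytocin at 75 nM as the full agonist control; some results filed as inactive read as strong as hits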
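assay system = CHO-OTR cells, human receptor | schedule = compound 6 min at room temperature before oxytocin, 100 s read | detection = Fluo-8 intracellular calcium fluorescence, ex 470-495, em 515-575 nm | evaluation = normalized max/min fluorescence ratio, % activation | control set = EC15 oxytocin alone as 0%, 75 nM oxytocin (EC100) as 100%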
The depositor's hits bear a star; x = not tested or not shown. An excerpt. The share of hits here may be higher or lower than overall.

SMILES	M1 antag	CHRM1 agonist	CHO parental Ca	M1 PAM parental	TAAR1 ag	M1 ag parental	CHO-K1 Ca antag	TAAR1 antag	OXTR potentiator
C#CC1(O)C=CC2C3CCC4=CC(=O)CCC4C3CCC21CC (stereo not drawn)	-6	0	4	7	8	8.3	-10	3	-3
O=P(Nc1ccccc1)(Nc1ccccc1)Oc1ccc(Cl)cc1	20	-7	-23	14	x	4.0	-10	x	-8
CCN(CC)S(=O)(=O)N1CCC(C(=O)N2CCC3(CC2)OCCO3)CC1	-4	-8	-20	15	0	1.3	-14	13	-4
N#CC1c2ccccc2-n2nncc2CN1C(=O)c1ccccc1F (stereo not drawn)	-6	-6	x	14	4	0.5	4	-16	x
CS(=O)(=O)NNP(=O)(NNS(C)(=O)=O)NC(=O)c1ccc(Br)cc1	-4	2	4	27	0	0.8	-16	-7	-12
Fc1ccc2c(c1)nnn2C1CCN(Cc2nnnn2CCc2ccccc2)CC1	-6	-4	-6	12	25	1.8	-3	-7	-10
CCCCCn1c(=O)c(C(=O)Nc2nc(CC(=O)OCC)cs2)c(O)c2ccccc21	-6	-6	-4	14	-1	0.7	-13	-8	-13
Cc1cc(OCC(=O)NC(Cc2ccc(Cl)cc2)C(=O)O)c2c3c(c(=O)oc2c1)CCCC3 (stereo not drawn)	-3	0	-10	-18	2	-0.2	20	3	-2
O=c1[nH]c(=S)[nH]c(O)c1N=Nc1ccc(S(=O)(=O)N2CCc3ccccc32)cc1	-2	-4	0	16	13	0.8	0	-30	-7
CC(Cc1ccccc1)NCCC(=O)NC(C)Cc1ccccc1 (stereo not drawn)	-7	-3	-21	2	10	4.9	-14	-16	-10
N[C@@H](CCl)C(=O)O	36	-6	1	-3	2	0.0	4	-15	-4
C=CCN1C[C@@H](C)N(C(c2ccc(C(=O)N(CC)CC)cc2)c2cccc(OC)c2)C[C@@H]1C (stereo partly drawn)	-26	-6	-17	29	2	0.6	-5	-16	-1
CCOC(=O)C1(c2ccccc2)CCN(CCC(=O)Nc2ccc(C(=O)OC)cc2)CC1	23	-6	-31	15	10	1.2	8	20	-8
O=C(c1cc(-c2ccccc2)nc2ccccc12)N1CCC2(CC1)OCCO2	18	0	-17	3	17	6.0	-8	24	5
Nc1c(Br)cc([N+](=O)[O-])cc1[N+](=O)[O-]	3	-7	-7	5	-1	0.8	-12	18	4
COc1ccc(CCNCc2sccc2C)cc1	-13	-7	-16	-4	4	1.1	-6	-17	2
COc1ccc(-n2nnnc2C(c2ccnc3ccccc23)N2CCC(n3c(=O)[nH]c4ccccc43)CC2)cc1 (stereo not drawn)	-10	-6	x	20	17	2.0	-4	18	x
Cn1cc(Br)c(C(=O)Nc2ccc3c(C(F)(F)F)cc(=O)oc3c2)n1	-13	-1	x	-11	1	0.5	-4	-8	x
COC(=O)C(O)(c1ccc(N(C)C(=O)COc2ccccc2)cc1)C(F)(F)F (stereo not drawn)	-10	-4	-4	4	1	0.5	-3	0	-5
COc1ccc(N=Cc2c(O)n(CC3CCCO3)c(=O)[nH]c2=O)cc1 (stereo not drawn)	-5	-5	-5	2	2	0.2	4	11	-13

4 compounds from above, ordered by number of heavy atoms, smallest number first:
SMILES	M1 antag	CHRM1 agonist	CHO parental Ca	M1 PAM parental	TAAR1 ag	M1 ag parental	CHO-K1 Ca antag	TAAR1 antag	OXTR potentiator
N[C@@H](CCl)C(=O)O	36	-6	1	-3	2	0.0	4	-15	-4
COc1ccc(CCNCc2sccc2C)cc1	-13	-7	-16	-4	4	1.1	-6	-17	2
N#CC1c2ccccc2-n2nncc2CN1C(=O)c1ccccc1F (stereo not drawn)	-6	-6	x	14	4	0.5	4	-16	x
CCCCCn1c(=O)c(C(=O)Nc2nc(CC(=O)OCC)cs2)c(O)c2ccccc21	-6	-6	-4	14	-1	0.7	-13	-8	-13

Later entries
SMILES	M1 antag	CHRM1 agonist	CHO parental Ca	M1 PAM parental	TAAR1 ag	M1 ag parental	CHO-K1 Ca antag	TAAR1 antag	OXTR potentiator
O=C(CCCc1ccc(N(CCCl)CCCl)cc1)NCc1ccccc1	-1	-2	x	7	0	-0.1	4	1	x
COCc1ccc(CN2CCCC(C(=O)c3sccc3C)C2)o1 (stereo not drawn)	3	-14	-10	9	10	0.5	-5	1	-1
CC(C)(C)C(=O)N1Cc2cc(-c3cccc(F)c3)ccc2-n2nncc2C1	1	-4	x	8	0	3.0	11	6	x
COc1cc2c(c(OC)c1OC)-c1ccc(C(=O)O)cc1[C@@H](NC(C)=O)CC2	-8	-1	-11	16	2	0.6	-8	9	0
C[C@]12CCC(OC(=O)CCC(=O)O)CC1=CCC1C2CC[C@]2(C)C(=O)CCC12 (stereo partly drawn)	-11	0	-11	-10	2	0.1	-4	-14	-3
CCc1ccc(N2C(=O)NC(=O)/C(=C\c3cccn3CCOc3ccc(C(C)C)cc3)C2=O)cc1	6	-3	-2	8	-2	0.4	-19	3	-7
c1cncc(C2CC(c3cccs3)n3ncnc3N2)c1 (stereo not drawn)	-13	-4	-10	22	-3	0.6	-4	-4	-11
O/N=C1/C(=C\c2ccccc2)N2CCC1CC2	-7	-8	2	-1	2	0.1	-7	18	-1
C[N+]12CCC(CC1)C(C(O)(c1ccccc1)c1cccs1)C2 (stereo not drawn)	99*	-8	-9	25	13	1.8	-13	-32	2
CC(O)C1C=CC=CC(=O)OC2CC3OC4C5OC5(C)C(O)CC4(COC(=O)C(O)C(C)CCO1)C2(C)C31CO1 (stereo not drawn)	-14	-2	x	16	2	1.0	-12	-9	x
CCC(C)C1(CC)C(=O)NC(=O)N=C1N (stereo not drawn)	2	-3	-1	-11	3	0.0	10	7	-6
CCOC(=O)[C@]12Cc3cc(Cl)ccc3[C@H]1N(C)C(=O)c1ccccc12	x	x	x	9	-1	0.5	-21	-17	x
O=C(NCc1ccc(C(=O)N2CCC3(CC2)OCCO3)cc1)c1ccc2c(c1)OCO2	-14	-5	-3	15	2	-0.2	-15	-3	-6
O=C1/C(=C\c2cc3c(cc2Cl)OCO3)N2CCC1CC2	14	-8	-9	6	0	-0.1	2	4	-7
Cc1ccsc1C(=O)C1CCCN(Cc2cnc(N3CCCC3)s2)C1 (stereo not drawn)	-2	-13	-28	7	4	0.8	4	-1	-17
O=C1NC(=O)N(c2ccc(F)cc2)C(=O)/C1=C/c1ccsc1	-10	-6	-7	27	3	1.5	-13	-15	-10
COc1ccc(C(O)c2ccccc2OP(=O)(N(C)C)N(C)C)cc1 (stereo not drawn)	-10	-4	-2	21	3	1.0	-13	-6	-6
COc1cc(/C=C/C(=O)c2c(O)n(CCc3ccccc3)c(=O)[nH]c2=O)ccc1O	1	9	-7	10	10	2.3	3	13	-7
CCOP(=O)(OCC)C(O)c1ccc(OC)cc1 (stereo not drawn)	-6	-3	-6	9	6	0.7	-3	-26	-8
O=S1(=O)N(CCN2CC=C(c3c[nH]c4cc(F)ccc34)CC2)c2cccc3c2N1CCC3	2	-8	1	6	13	0.2	6	38	-4
CC(C)OCCCNC(=O)c1c(N)n(Cc2cccs2)c2nc3ccccc3nc12	-2	-1	-29	-5	3	-0.5	25*	8	-13
CC12CN3CN(C1)CC(C)(C3)C2=NO	25	-9	5	10	4	-0.1	-11	8	-4
C[C@]12CCC3C(CC[C@H]4C[C@H](O)CC[C@]34C)C1C[C@H](O)[C@H]2O (stereo partly drawn)	-16	-1	x	12	6	1.6	-8	-10	x
Cc1cccc(C)c1OC(=O)Cc1ccccc1	10	-8	3	-4	12	0.0	2	15	2
O=C1OC(c2ccc([N+](=O)[O-])cc2)=N/C1=C/N1CC2CC(C1)c1cccc(=O)n1C2 (stereo not drawn)	-9	-5	-16	-20	10	0.2	20	-20	1
CCCC(C)CC1(CCO)C(=O)NC(=S)NC1=O (stereo not drawn)	-9	0	x	9	2	0.6	-16	-3	x
COC(=O)C(O)(c1ccc(NC(=O)c2ccco2)c(OC)c1)C(F)(F)F (stereo not drawn)	-2	-5	-15	-8	4	-0.1	13	-23	-1
O=C(Cc1ccccc1)N1CCN(CC2CC=CCC2)CC1 (stereo not drawn)	-9	-7	0	7	2	0.0	-5	2	-4
CC(=O)c1cccc(NC2=NCC(C)S2)c1 (stereo not drawn)	19	-11	-12	22	2	0.2	-5	2	-5
CCNCC1(c2ccc(OC)c(OC)c2)CCCC1	-55	-3	-13	13	4	-0.1	-4	-8	2
CSc1ncc(CN2CCCC(C(=O)c3ccccc3SC)C2)cn1 (stereo not drawn)	-13	-7	-14	10	1	1.7	-12	-8	-2
CCCCOCCCN1C(C)=CC(=C2C(=O)NC(=S)NC2=O)C=C1C	-8	-2	-3	19	2	2.4	-14	-11	0
COc1ccc2c(c1)[nH]c1c(C)nccc12	-21	-4	-12	19	1	0.7	1	-5	-4
O=C1C2C3CCC(O3)C2C(=O)N1CCO (stereo not drawn)	-14	-2	7	-10	3	0.2	-16	-6	-4
Cc1cc(=O)oc2cc(OCC(=O)N3CCC(C(=O)O)(c4ccccc4)CC3)ccc12	-9	-2	-16	3	0	0.3	-6	6	1
C=CCn1c(O)c(C(C)=NCCN2CCOCC2)c(=O)[nH]c1=O	-4	-5	8	8	2	1.5	0	5	2
O=c1oc2ccccc2c(O)c1C(c1ccccn1)c1c(O)c2ccccc2oc1=O	6	-3	-5	14	-1	0.2	-8	-6	11
Cc1ccc2c(CN3CC=C(c4ccccc4)CC3)cc(=O)oc2c1C	-2	-8	-6	3	2	3.3	17	-18	-3
CN(C)c1ccc(/C=C2/C(=N\O)C3CCN2CC3)cc1	-15	-7	0	17	1	1.5	-12	-20	-10
CCOC(=O)C(NC(C)=O)C(OC(C)=O)c1cccc(N(CCCl)CCCl)c1 (stereo not drawn)	-1	-1	-1	14	1	-0.3	-9	-12	2
COc1cccc(-n2c(CN3CCN(C)CC3)nc3ccc([N+](=O)[O-])cc3c2=O)c1	8	-10	-13	-13	1	0.6	11	9	-2

Assay outcomes: PubChem BioAssay, The Scripps Research Institute Molecular Screening Center
